Screening results deposited in PubChem BioAssay by National Center for Advancing Translational Sciences (NCATS).
PTHR1 agonist: qHTS for PTHR1 Agonists: Primary Screen; HEK293 GP2 PTHR1 cells, GloSensor cAMP luminescence, 1 h; Potency, µM (titrated, usually from 115 µM), for the others: at the highest dose activation, most hits filed as activators; 410,000 compounds, 0.075% hits; AID 743266, 2014; further: potency means the concentration at half of the fitted maximal effect; nearly all actives have a fitted effect of over 55% in size; some results filed as inactive show a strong effect at the top dose; inactives centre near -15; many of its hits are not listed in these tables
Target sequence (Q03431 whole entry, looked up): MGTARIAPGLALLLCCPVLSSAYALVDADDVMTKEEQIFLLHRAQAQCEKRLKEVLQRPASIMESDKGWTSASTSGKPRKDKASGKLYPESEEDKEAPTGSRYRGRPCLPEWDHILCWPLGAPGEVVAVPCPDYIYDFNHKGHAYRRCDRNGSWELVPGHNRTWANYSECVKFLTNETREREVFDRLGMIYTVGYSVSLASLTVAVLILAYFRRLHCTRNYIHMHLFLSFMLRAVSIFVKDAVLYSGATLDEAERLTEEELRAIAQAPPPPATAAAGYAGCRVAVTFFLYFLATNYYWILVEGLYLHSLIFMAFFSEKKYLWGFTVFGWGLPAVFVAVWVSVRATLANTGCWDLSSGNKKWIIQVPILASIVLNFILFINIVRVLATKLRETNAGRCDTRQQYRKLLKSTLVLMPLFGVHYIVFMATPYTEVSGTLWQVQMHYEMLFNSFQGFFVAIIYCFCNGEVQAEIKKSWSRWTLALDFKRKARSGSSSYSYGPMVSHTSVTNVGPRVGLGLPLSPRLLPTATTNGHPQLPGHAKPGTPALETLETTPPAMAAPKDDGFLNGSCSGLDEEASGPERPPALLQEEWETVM
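HEK-293-derived GP2 cells expressing PTHR1 and a GloSensor cAMP reporter, 3,000/well, plated overnight, given luciferin plus IBMX (each 0.5 mM as added) for 1 h at 37 °C, then compound for 1 h at 37 °C. Luminescence was read after 15 min at room temperature.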
Akt phos inh: HTS Assay for Inhibitors of Akt Phophorylation: Primary Screen; activity change, % for hits at 50 µM; 360,000 compounds, 0.32% hits; Neuro2A IGF-stimulated pAkt S473 HTRF, 20 min; active compounds read low; in the data active means activity change below about -80%; inconclusive means mostly about -51% to -80%; further: on the % scale 0 is the no-effect control and ±100 the full control effect
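Neuro2A cells (4,500/well, DMEM with 0.5% FBS) were treated with compound at a single 50 µM final concentration, stimulated with 6 nM IGF for 20 min at 37 °C, and lysed. Phospho-Akt Ser473 was read by HTRF as 665/615 ratio ×10^4.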
Abeta rescue: qHTS for compounds that reverse cellular toxicity of Amyloid beta (A-beta) peptide in yeast: Primary Screen; yeast expressing A-beta42, growth rescue, OD600, 48 h; response scale: 0% DMSO, 100% iron-clioquinol control; Potency, µM (doses to about 46.1 µM), for inactives: top-dose growth rescue, hits mostly activators; 410,000 compounds, 0.063% hits; AID 1347071, 2019; further: potency means the concentration at half of the fitted maximal effect; nearly all actives have a fitted effect of over 55% in size
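Yeast growth medium received pinned compounds, then yeast cells expressing toxic A-beta were added; plates incubated at 30 C for 48 hr. Growth read as absorbance at 600 nm, normalized to DMSO and equimolar FeCl3 plus clioquinol controls.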
D3 antag: qHTS of D3 Dopamine Receptor Antagonist: qHTS; D(3) dopamine receptor (Homo sapiens), P35462; D3R cells, DiscoveRx beta-arrestin luminescence, antagonist mode; active compounds read low; max response, negative = inhibition, %; 360,000 compounds, 2.5% hits; AID 652054, 2013; in the data active means max response below about -50%; inconclusive means no clear call, values can overlap the other calls; further: on the % scale 0 is the no-effect control and ±100 the full control effect; mostly tested at two doses, the higher about 12 µM
Target sequence (P35462 whole entry, looked up): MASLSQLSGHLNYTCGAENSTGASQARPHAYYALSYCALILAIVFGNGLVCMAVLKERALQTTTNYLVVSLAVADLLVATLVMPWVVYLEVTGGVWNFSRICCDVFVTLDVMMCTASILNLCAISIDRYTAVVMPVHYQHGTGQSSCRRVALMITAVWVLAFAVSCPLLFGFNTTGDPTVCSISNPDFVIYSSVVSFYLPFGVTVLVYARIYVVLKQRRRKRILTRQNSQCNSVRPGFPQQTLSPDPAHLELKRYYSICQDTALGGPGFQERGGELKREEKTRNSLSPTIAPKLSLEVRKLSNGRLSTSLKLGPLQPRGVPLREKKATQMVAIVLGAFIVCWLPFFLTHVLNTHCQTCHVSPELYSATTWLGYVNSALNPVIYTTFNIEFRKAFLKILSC
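Cells expressing the human receptor were seeded at 1500 cells/well, incubated overnight at 37 degrees C in 5% CO2, then exposed to library compounds with dopamine controls for 90 minutes at 37 degrees C before luminescent detection.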
FUS suppressor: qHTS for Suppressors of FUS Proteinopathy: Primary screen using FUS-linked yeast assay; 390,000 compounds, 0.24% hits; S. cerevisiae FUS-expressing, growth rescue, OD600, 24 h; Potency, µM (top dose mostly 76.6 µM), without a hit: at the top dose growth rescue (activation), usual class: activators; AID 1347120, 2019;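 further: potency means the concentration at half of the fitted maximal effect; plate controls were DMSO vehicle for no effect and reference control for full effect; nearly all actives have a fitted effect of over 55% in size; some results filed as inactive show a strong effect at the top dose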
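S. cerevisiae expressing FUS from galactose induction served as the toxicity model. Growth after 24hr at 30C, read as absorbance at 600 nm, indicates suppression of toxicity; compounds dosed at several concentrations.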
TDP43 rescue: qHTS of TDP-43 Inhibitors. TDP-43 expressing yeast growth rescue, BacTiter-Glo, 24 h. Potency, µM (highest dose often 46.1 µM), inactives show at the top dose growth rescue (activation), most hits filed as activators. 410,000 compounds, 1.8% hits. AID 652104, 2013; further: potency means the concentration at half of the fitted maximal effect; % of control where 0% means no effect; nearly all actives have a fitted effect of over 50% in size
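Yeast expressing TDP-43 (pregrown in raffinose, seeded at OD600=0.02 in galactose medium) exposed to compounds 24 hr at 30 deg C. Growth read by BacTiter-Glo luminescence; rescue of toxicity appears as increased signal.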
GLP1R inv ag: qHTS of GLP-1 Receptor Inverse Agonists (Inhibition Mode) | AID 624417, 2012 | HEK293 GLP-1R CRE-luciferase, luminescence, 24 h; GLP-1R form is constitutively active | 410,000 compounds, 1.6% hits | Potency, µM (highest dose often 38.3 µM), for inactives: at the top dose activity change, negative = inhibition, usual class: inhibitors; further: potency means the concentration at half of the fitted maximal effect; on the % scale 0 is the no-effect control and ±100 the full control effect; nearly all actives have a fitted effect of over 55% in size
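HEK293 cells stably co-expressing constitutively active GLP-1R and a cAMP-responsive luciferase reporter were seeded in DMEM with 10% Nu serum, given compounds after 12 h, and incubated 24 h at 37 deg C. Luminescence was then read.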
aSyn rescue: qHTS of alpha-syn Inhibitors; 370,000 compounds, 0.14% hits; Potency, µM (titrated, usually from 46.1 µM), without a hit: at the top dose growth rescue (activation), usual class: activators; Yeast expressing alpha-synuclein, growth rescue, BacTiter-Glo, 24 h; further: potency means the concentration at half of the fitted maximal effect; % of control where 0% means no effect; nearly all actives have a fitted effect of over 65% in size
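Readout is rescue of growth in alpha-synuclein-expressing yeast, so inhibitors of toxicity appear as activators. Growth after 24 hr at 30 deg C in galactose medium is quantified by luminescence.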
GLP1R ag: qHTS of GLP-1 Receptor Agonists; Glucagon-like peptide 1 receptor (Homo sapiens), P43220; HEK293 GLP-1R CRE-luciferase, luminescence, 4-6 h; cells express a hypersensitive GLP-1R form; Potency, µM (highest dose often 45.6 µM), for inactives: at the top dose activation, usual class: activators; 380,000 compounds, 0.007% hits; further: potency means the concentration at half of the fitted maximal effect; % of control where 0% means no effect
The depositor's hits bear a star; i = inactive; ? = inconclusive; / = no result given; & = joins results of further samples; [ ] = another dose, or the depositor's remark. Unless noted, the call rests on the fitted dose curve; in most records, active means well fitted curve in the direction sought with a large enough effect; inconclusive means small, poorly fitted or top-dose-only effect, or another doubt; inactive means no such curve, though single readings can be large; an effect the other way counts as inactive or inconclusive. This is a subset. The share of hits here may be higher or lower than overall.

nr	smiles	PTHR1 agonist	Akt phos inh	Abeta rescue	D3 antag	FUS suppressor	TDP43 rescue	GLP1R inv ag	aSyn rescue	GLP1R ag
1	CC1=C(C(=O)N(C(C)C)C(C)C)CC(CC(=O)NCc2ccco2)C(=O)N1Cc1ccc(F)cc1 (stereo unspecified)	i	i	7%	7	14%	18%	15%	-3%	12%
2	COc1ccc(/C=C(\C#N)C(=O)NCC2CCCO2)cc1OC (stereo unspecified)	-5%[57.5 µM]	i	9%	13	2%	?	37%[activator]	-14%	23%
3	O=C(CSc1nc(-c2cccs2)cc(C(F)(F)F)n1)Nc1cc(OCC(F)(F)C(F)F)cc([N+](=O)[O-])c1	-14%	i	8%	-19	9%	-26%	?	2%	-18%
4	COc1ccc(N2CCN(C(c3ccc4ncccc4c3)c3nnnn3C(C)(C)C)CC2)cc1 (stereo unspecified)	-7%	i	1%	-9	17%	-14%	1%	-5%	-2%
5	O=S(=O)(NCCc1ccccc1)c1ccc(-n2cnnn2)cc1	i	i	19%	-3	7%	-5%	14%	6%	14%
6	COc1cccc(NC(=O)NNC(=O)CCc2ccc(O)c(O)c2)c1	i	i	8%	-19	27%	-8%	24%	3%	-2%
7	COc1ccc(-c2cc(C(F)(F)F)n3nc(C(=O)Nc4cccc(Cl)c4C)cc3n2)cc1	-19%	/	5%	/	1%	26%	0%	/	/
8	COc1ccc(NC(=O)COC(=O)C2CC(=O)N(c3ccc(OC(C)C)cc3)C2)cc1 (stereo unspecified)	i	i	-5%	-1	-7%	4%	0%	0%	0%
9	COc1ccc(NC(=O)N(Cc2cccnc2)Cc2ccccc2Cl)c(OC)c1	-7%	i	4%	0	10%	14%	-26%	10%	2%
10	Cc1cccc(N2CCN(C(=O)CCNS(=O)(=O)c3ccc4c(c3)CCN4C(=O)C3CC3)CC2)c1C	-93%[inhibitor]	/	-8%	/	28µM*	15%	1%	11%	-5%
11	C=CCNC(=O)COc1ccc(S(=O)(=O)N2CCCC2)cc1	i	i	-4%	6	18%	-20%	-3%	-5%	2%
12	Cc1ccc(C)c(NC(=O)C2CCCN(c3cnccn3)C2)c1 (stereo unspecified)	-11%	i	6%	-12	15%	9%	15%	-10%	3%
13	COc1ccc(NC(=O)c2oc3ccccc3c2NC(=O)c2cc(=O)c3cc(Cl)ccc3o2)cc1	-42%[inhibitor]	/	-6%	/	-22%	29%	16%	/	/
14	O=[N+]([O-])c1ccc2nc(-c3ccc(Cl)cc3)[nH]c2c1	-42%[inhibitor]	i	-49%[inhibitor]	15	16%	25%	?	-19%	2%
15	CC(C)c1ccc(NC(=O)C2CCCN(S(=O)(=O)c3ccc4[nH]c(=O)oc4c3)C2)cc1 (stereo unspecified)	i	/	-7%	/	2%	6%	?	/	/
16	Cc1noc(C)c1C(=O)NC(C)C1CCCO1 (stereo unspecified)	i	/	-10%	11	-5%	-12%	6%	2%	-16%
17	CC(=O)N1c2ccc(S(=O)(=O)N3CCC(C(=O)Nc4ccc(C)cn4)CC3)cc2CC1C (stereo unspecified)	-24%	i	16%	1	20%	-4%	49%[activator]	3%	-3%
18	COc1cc(OC)c(NS(=O)(=O)c2cc(-c3cnc(C)o3)ccc2OC)cc1Cl	i	/	-16%	/	?	22%	?	/	/
19	Cc1cc(/C=C2\SC(=Nc3ccc(F)cc3)NC2=O)c(C)n1-c1ccc(S(N)(=O)=O)cc1	-22%	i	25%	-3	-6%	0%	?	5%	-16%
20	CCOc1ccccc1OCCCn1c(-c2ccc(Cl)cc2)nc2ccccc2c1=O	-22%	/	-15%	/	?	-30%	15%	/	/
21	O=C(Nc1nnc(S(=O)(=O)N2CCCCCC2)s1)c1ccc(Cl)cc1	-55%&-70%[inhibitor]	i	0%&-1%	-1	18%&-28%	14%&13%	3%&3%	-4%	2%
22	CCOC(=O)c1nnn(CC(=O)Nc2cccc(OC)c2)c1C(=O)OCC	-8%[57.5 µM]	i	11%	1	1%	13%	6%	4%	1%
23	CCOc1cc(CNCc2ccccc2)ccc1OCC(=O)NC1CCCCC1	i	i	7%	-18	/	6%	?	1%	4%
24	CSc1ccccc1C(=O)C1CCCN(C(=O)c2cncs2)C1 (stereo unspecified)	-6%	i	29%	-1	-9%	?	1%	5%	8%
25	COc1cc(CNc2ccccc2Oc2cc(=O)n(C)c(=O)n2C)cc(OC)c1OC	i	i	6%	25	19%	10%	9%	1%	1%
26	Nc1cc(=O)nc2cn[nH]n12	i	i	2%	12	-12%	21%	2%	-11%	-1%
27	O=C(Nc1ccc(F)cc1)c1ccc(Cn2nc(N3CCN(c4ccccc4)CC3)ccc2=O)o1	-94%[inhibitor]	/	-8%	/	?	22µM*	-8%	/	/
28	Cc1cc2c(Nc3cccc(O)c3)ncnc2s1	-15%	i	-14%	-3	3%	6%	12%	0%	7%
29	CC1CCCC(NC(=O)COC(=O)c2ccccc2NC(=O)c2ccco2)C1C (stereo unspecified)	-22%	i	-7%	0	10%	13%	5%	0%	-12%
30	Cc1ccc(C=NCc2ccncc2)c(O)c1	i	i	21%	8	-4%	-6%	-17%	-1%	6%
31	CC(=O)Nc1ccc(S(=O)(=O)N2CCN(S(=O)(=O)N3CCCCC3)CC2)cc1	-22%	i	-6%	16	5%	3%	10%	7%	-2%
32	CN(C)S(=O)(=O)N1CCN(C(=O)N2CCOCC2)CC1	-19%	i	-10%	-20	-3%	-26%	0%	-3%	-5%
33	CN1/C(=C\C(=O)c2cccs2)Sc2ccccc21	-30%[inhibitor]	-104%*	-10%[9.22 µM]	1	-21%	-34%[inhibitor]	?	-15%	-11%
34	COc1ccc(C(=O)N/C(=C/c2ccccc2F)C(=O)NCCN2CCOCC2)cc1OC	-24%	i	-9%	?	10%	-11%	0%	-3%	-5%
35	Cc1ccc(-c2n[nH]c3c2C(c2ccccc2Cl)N(c2ccc(C(=O)O)cc2)C3=O)cc1 (stereo unspecified)	-79%[inhibitor]	/	4%	/	0%	21%	-11%	/	3%
36	O=C(Nc1ccccc1)Nc1nccs1	-2%[57.5 µM]	i	8%	17	21%	19%	3%	-3%	1%
37	COc1ccccc1CNC(=O)c1ccc2nc(N3CCOCC3)sc2c1	-23%	i	-7%	6	18%	22µM*	21%	0%	-1%
38	CN(CC(=O)Nc1ccc(F)cc1)CC(=O)N1CCCCC1	i	i	-10%	3	-10%	10%	6%	2%	-1%
39	O=C(Nc1ccc(N2CCN(c3ncccc3C(F)(F)F)CC2)nc1)c1cccs1	-32%[inhibitor]	i	-57%[inhibitor]	13	29%	0%	?	2%	-7%
40	CCc1ccc(C2CC(c3ccco3)=NN2S(C)(=O)=O)cc1 (stereo unspecified)	-68%[inhibitor][57.5 µM]	i	1%	11	10%	-11%	?	-4%	-5%
41	CCOC(=O)CCCCCC(=O)Nc1ccc2c(c1)C(=O)N([C@H](C)CO)C[C@@H](C)[C@H](CN(C)S(=O)(=O)c1cn(C)cn1)O2	-17%	i	10%	23	-7%	2%	12%	-1%	1%
42	Cc1nc(C)c(C(=O)NCc2ccc(Cl)cc2)o1	-77%[inhibitor]	i	0%	?	?	-18%	-18%	-8%	0%
43	CCCCCSc1nnc2c(n1)OC(CC)Nc1ccc(Br)cc1-2 (stereo unspecified)	-20%	/	1%	/	4%	5%	-1%	/	/

Part of the list above, reformatted:
32. CN(C)S(=O)(=O)N1CCN(C(=O)N2CCOCC2)CC1
  PTHR1 agonist: -19%
  Akt phos inh: i
  Abeta rescue: -10%
  D3 antag: -20
  FUS suppressor: -3%
  TDP43 rescue: -26%
  GLP1R inv ag: 0%
  aSyn rescue: -3%
  GLP1R ag: -5%

38. CN(CC(=O)Nc1ccc(F)cc1)CC(=O)N1CCCCC1
  PTHR1 agonist: i
  Akt phos inh: i
  Abeta rescue: -10%
  D3 antag: 3
  FUS suppressor: -10%
  TDP43 rescue: 10%
  GLP1R inv ag: 6%
  aSyn rescue: 2%
  GLP1R ag: -1%

22. CCOC(=O)c1nnn(CC(=O)Nc2cccc(OC)c2)c1C(=O)OCC
  PTHR1 agonist: -8%[57.5 µM]
  Akt phos inh: i
  Abeta rescue: 11%
  D3 antag: 1
  FUS suppressor: 1%
  TDP43 rescue: 13%
  GLP1R inv ag: 6%
  aSyn rescue: 4%
  GLP1R ag: 1%

39. O=C(Nc1ccc(N2CCN(c3ncccc3C(F)(F)F)CC2)nc1)c1cccs1
  PTHR1 agonist: -32%[inhibitor]
  Akt phos inh: i
  Abeta rescue: -57%[inhibitor]
  D3 antag: 13
  FUS suppressor: 29%
  TDP43 rescue: 0%
  GLP1R inv ag: ?
  aSyn rescue: 2%
  GLP1R ag: -7%

Akt phos inh: entries above that show a hit
| item | SMILES | PTHR1 agonist | Akt phos inh | GLP1R ag |
| --- | --- | --- | --- | --- |
| 33 | CN1/C(=C\C(=O)c2cccs2)Sc2ccccc21 | -30%[inhibitor] | -104%* | -11% |
